AMA1 RON2 block: disrupts binding of P. falciparum AMA1 to RON2; Potency, µM (highest dose often 58.2 µM), without a hit: top-dose activity change, negative = inhibition, most hits filed as inhibitors; hit rate 0.2% among 360,000; AID 720542; AlphaScreen AMA1-biotinylated RON2 peptide binding;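 note: potency is the fitted concentration of half-maximal effect; 0% = vehicle wells and -100% = peptide control; nearly all actives have a fitted effect of over 45% in size; some results filed as inactive show a strong effect at the top dose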
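AMA1 (3D7) with his tag at 25 nM final met compounds first, then biotinylated RON2 peptide at 25 nM; detection used donor plus acceptor beads, 10 µg/mL apiece, read by AlphaScreen after 30 min at room temperature.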
AmpC no deterg: inhibitors of E. coli AmpC beta-lactamase without detergent; P00811; AmpC nitrocefin hydrolysis, absorbance 480 nm, 0.0001% Triton; Potency, µM (top dose mostly 57.1 µM), for the others: at the highest dose activity change, negative = inhibition, hits mostly inhibitors; hit rate 0.52% among 330,000; AID 485341;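 note: potency is the fitted concentration of half-maximal effect; plate controls were no compound for no effect and no enzyme for full effect; nearly all actives have a fitted effect of over 20% in size; some results filed as inactive show a strong effect at the top dose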
Target sequence (P00811 whole entry, looked up): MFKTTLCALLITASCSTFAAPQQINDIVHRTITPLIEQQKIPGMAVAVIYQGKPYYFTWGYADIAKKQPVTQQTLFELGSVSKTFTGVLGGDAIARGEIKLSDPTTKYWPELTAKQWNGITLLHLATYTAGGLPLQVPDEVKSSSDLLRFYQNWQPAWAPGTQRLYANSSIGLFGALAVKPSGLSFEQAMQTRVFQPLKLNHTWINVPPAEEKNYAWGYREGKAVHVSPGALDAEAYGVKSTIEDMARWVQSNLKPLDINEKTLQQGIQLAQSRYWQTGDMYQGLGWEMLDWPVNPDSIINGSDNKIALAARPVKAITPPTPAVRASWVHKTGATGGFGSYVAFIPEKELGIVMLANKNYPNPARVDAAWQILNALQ
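AmpC (5.3 nM in the dispensed reagent) in 20 mM phosphate pH 7.0 with 0.01% (detergent screen) or 0.0001% Triton X-100 was preincubated with compounds for 15 min at room temperature. Nitrocefin was then added from an 800 uM solution, and hydrolysis was followed at 480 nm.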
HCV inhibitor: HCV inhibition; Huh7.5.1 HCVcc-Cre infection, luciferase reporter, 44 h; Potency, µM (doses to about 41.8 µM), without a hit: at the highest dose activity change, negative = inhibition, most hits filed as inhibitors; hit rate 3.4% among 340,000; AID 651820; note: potency is the fitted concentration of half-maximal effect
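A cell-based infection assay in which seeded cells (1,000 per well) receive test compound after 4 h, are inoculated with HCVcc-Cre at approximately 0.5 moi, and are incubated 44 h before luminescence detection.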
HCMV antiviral: blocks human cytomegalovirus replication; hit rate 4.5% among 410,000; activity change, negative = inhibition, % at 57.5 µM; HFF cells, HCMV-luciferase reporter, 72 h; stronger effect = lower value; in the data active = activity change below about -60%; inconclusive = no clear call, values can overlap the other calls; inactive = above about -39%
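Human foreskin fibroblasts infected with luciferase-reporter HCMV at MOI 1 PFU/cell, compounds at two doses. Luciferase measured 72 h post infection; normalized to buffer-only basal and Salinomycin (10uM) controls.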
Tb PYK inh: inhibitors of Trypanosoma brucei pyruvate kinase | Q57TT1 | TbPYK enzyme, Kinase-Glo Plus ATP luminescence, 45 min | Potency, µM (series often up to 76.8 µM), for the others: at the top dose activity, negative = inhibition, hits mostly inhibitors | hit rate 0.12% among 410,000; note: potency is the fitted concentration of half-maximal effect; nearly all actives have a fitted effect of over 50% in size
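Readout: single end-point luminescence (Kinase-Glo Plus, 10 min). Reaction conditions were TbPYK/substrate plus 130 uM ADP, 45 min at RT, pH 7.2 TEA buffer. No-enzyme wells served as controls, and data were normalized before concentration-response fitting.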
LmPK inh: inhibitors of Leishmania mexicana pyruvate kinase; hit rate 0.37% among 290,000; Potency, µM (doses to about 57.5 µM), inactives show at the top dose activity change, negative = inhibition, hits mostly inhibitors; purified LmPK, Kinase-Glo ATP luminescence, 1 h; Q27686; note: potency is the fitted concentration of half-maximal effect
Target sequence (Q27686 whole entry, looked up): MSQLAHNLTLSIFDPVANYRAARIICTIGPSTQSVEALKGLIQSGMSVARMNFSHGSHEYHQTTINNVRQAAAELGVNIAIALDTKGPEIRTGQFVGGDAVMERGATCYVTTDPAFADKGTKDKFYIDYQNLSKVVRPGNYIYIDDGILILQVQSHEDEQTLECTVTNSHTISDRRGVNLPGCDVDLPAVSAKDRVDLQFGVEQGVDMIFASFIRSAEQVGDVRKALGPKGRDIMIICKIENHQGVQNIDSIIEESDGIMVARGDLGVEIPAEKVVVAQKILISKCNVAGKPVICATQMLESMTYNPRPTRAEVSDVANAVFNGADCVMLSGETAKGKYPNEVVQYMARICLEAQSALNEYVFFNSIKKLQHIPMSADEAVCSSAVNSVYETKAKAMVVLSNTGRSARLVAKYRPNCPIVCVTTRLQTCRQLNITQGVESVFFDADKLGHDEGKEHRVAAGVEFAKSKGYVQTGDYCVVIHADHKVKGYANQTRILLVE
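0.1 nM LmPK, 0.5 mM PEP, 0.1 mM ADP; 50 mM imidazole pH 7.2, 7 mM MgCl2, 50 mM KCl; 1 h RT. Kinase-Glo luminescence readout, normalized to no-enzyme (full inhibition) and uninhibited wells.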
AmpC inh detg: inhibitors of E. coli AmpC beta-lactamase with detergent | P00811 | AmpC hydrolysis of nitrocefin, absorbance 480 nm, 0.01% Triton | Potency, µM (doses to about 114 µM), without a hit: at the highest dose activity change, negative = inhibition, actives largely listed as inhibitors | hit rate 0.041% among 370,000 | AID 485294;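 note: potency is the fitted concentration of half-maximal effect; 0% = no-compound wells and -100% = no-enzyme wells; nearly all actives have a fitted effect of over 25% in size; some results filed as inactive show a strong effect at the top dose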
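AmpC (5.3 nM in the dispensed reagent) in 20 mM phosphate pH 7.0 with 0.01% (detergent screen) or 0.0001% Triton X-100 was preincubated with compounds for 15 min at room temperature. Nitrocefin was then added from an 800 uM solution, and hydrolysis was followed at 480 nm.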
Starred values were filed as active, the others as inactive; ? = inconclusive; · = not tested or not shown; & = joins results of further samples; [ ] = another dose, or the depositor's remark. Unless noted, calls come from the whole dose curve; as a rule, active = well fitted curve in the direction sought with a large enough effect; inconclusive = small, poorly fitted or top-dose-only effect, or another doubt; inactive = no such curve, though single readings can be large; an effect the other way counts as inactive or inconclusive. Unless noted, % is set by controls: 0 for no effect and ±100 for the full control effect. Random draw from the library, and some 7.5% of all compounds hit somewhere here.

1. COc1ccc2oc(C)c(NC(C)=O)c2c1
2. O=c1[nH][nH]c(-c2ccccc2)c1C=Nc1ccc(Cl)cc1
3. COc1ccccc1N(C(=O)c1snc(C(N)=O)c1N)C(C(=O)NC1CCCCC1)c1cccc(OC)c1OC (stereo unspecified)
4. COCCNC(=O)c1ccccc1NC(=O)COc1ccccc1
5. CC(C)N1CCC(N2CCN(Cc3ccc4nsnc4c3)CC2CCO)CC1 (stereo unspecified)
6. O=C(CSCCS(=O)(=O)c1ccc(Cl)cc1)Nc1ccccc1
entry no.	1	2	3	4	5	6
AMA1 RON2 block	-5%	2%	-10%	1%	-26%	-12%
AmpC no deterg	-14%	-16%	94%[activator]	-9%	-22%	-33%
HCV inhibitor	-2%	-4%	?	-4%	?	-3%
HCMV antiviral	20	41	?	-10	?	2
Tb PYK inh	0%	2%	-1%	6%	8%	-2%
LmPK inh	1%	1%	4%	1%	-2%	13%
AmpC inh detg	?	1%	9%	-9%	7%	10%

7. c1csc(-c2nnc(NC3CCCCC3)c3ccccc23)c1
8. Nc1cccc(-c2nc3cc(S(=O)(=O)c4ccc5oc(-c6cccc(N)c6)nc5c4)ccc3o2)c1
9. CN(CC(=O)Nc1ccc(F)cc1)C(=O)Cn1nnc(-c2ccccc2)n1
10. Cc1ccc(C)c(N2CCN(C(=O)C3CCN(S(=O)(=O)c4c(C)noc4C)CC3)CC2)c1
11. CC1CCCCC1NC(=O)NC(=O)CCl (stereo unspecified)
12. Clc1ccccc1N1CCN(Cc2c[nH]c3ccccc23)CC1
entry no.	7	8	9	10	11	12
AMA1 RON2 block	0%	7%	8%	9%	0%	-20%
AmpC no deterg	-54%	-5%	13%	108%[activator]	1%	·
HCV inhibitor	?	5%	-20%	?	?	-15%
HCMV antiviral	39	-83*	-10	-68*	6	12
Tb PYK inh	-2%	2%	-9%	-1%	-5%	36%[activator]
LmPK inh	4%	0%	3%	3%	3%	·
AmpC inh detg	2%	-11%	16%	4%	20%	·

13. CCCCCCC(NC(=O)Cc1ccc2ccccc2c1)C(=O)O (stereo unspecified)
14. O=C(CSc1ccc(Cl)cc1)Nc1cccc(-c2nc3ccccc3[nH]2)c1
15. O=c1c(-c2cc(-c3ccc(Cl)cc3)nc3c2COc2ccccc2-3)coc2ccccc12
16. Cc1cc(C)n(C)c(=O)c1C#N
17. O=C(OCn1nnc2ccccc2c1=O)c1ccc2ccccc2n1
18. C=CCN1C(=O)C(Cc2cccc(Cl)c2)S/C1=N/N=C/c1ccco1 (stereo unspecified)
entry no.	13	14	15	16	17	18
AMA1 RON2 block	9%	-16%	·	0%	22%	-20%
AmpC no deterg	-14%	-37%	·	-25%	1%	-26%
HCV inhibitor	44%[activator]	?	·	7%	?	2%
HCMV antiviral	11	24	21	58	-13	33
Tb PYK inh	-2%	-4%	4%	2%	8%	7%
LmPK inh	·	-2%	·	-4%	1%	8%
AmpC inh detg	·	0%	-2%	-8%	-6%	1%

19. CCCN(C(=O)Cn1ncc2c([nH]c3ccc(C)cc32)c1=O)c1ccccc1C
20. CCOCCCNC(=O)c1ccc(-n2c(=S)[nH]c3ccccc3c2=O)cc1
21. CCOC(=O)c1c(C)[nH]c(C(=O)N/N=C/c2cccc(OC)c2)c1C
22. COc1ccc(NS(=O)(=O)c2cc(NC(=O)c3ccncc3)ccc2N2CCOCC2)cc1
23. O=[N+]([O-])c1ccccc1S(=O)(=O)NCc1cccnc1
24. O=C1c2ccccc2NC(c2cccc(Cl)c2)N1N=C1CCCCCC1 (stereo unspecified)
entry no.	19	20	21	22	23	24
AMA1 RON2 block	·	43%[activator]	20%	4%[2.32 µM]	9%	-1%
AmpC no deterg	·	-10%	-10%	-49%	-13%	-9%
HCV inhibitor	·	12%	22µM*	0%	5%	-7%
HCMV antiviral	-9	-39	-36	-27	-19	63
Tb PYK inh	1%	-10%	-2%	-6%	-4%	16%
LmPK inh	·	1%	8%	2%	0%	5%
AmpC inh detg	-2%	-5%	1%	-9%	-2%	-7%

25. CCCCC(=O)Nc1nnc(C2=COCCO2)o1
26. O=C(Nc1ccc2oc(=O)ccc2c1)c1cccnc1
27. O=C(NC1CC1)C1=NOC(CNc2ncc(C(F)(F)F)cc2Cl)C1 (stereo unspecified)
28. CCOC(=O)Oc1c(OC)cc(C(=O)O[C@@H]2C[C@@H]3CN4CCc5c([nH]c6cc(OC)ccc56)[C@H]4C[C@@H]3[C@H](C(=O)OC)[C@H]2OC)cc1OC
29. COCc1ccc(-c2c(-c3ccsc3)oc(=O)c3cc(OC)c(OC)cc23)cc1
30. C#CCOCCOCCOCCNc1nc(N2CCN(C(=O)[C@H](CCCCN)n3cc([C@@H](N)CC(N)=O)nn3)CC2)nc(N2CCN(C(=O)[C@H](CCCCN)n3cc([C@@H](N)CC(N)=O)nn3)CC2)n1
entry no.	25	26	27	28	29	30
AMA1 RON2 block	-5%	1%	9%	-6%	-1%	38%[activator]
AmpC no deterg	1%	-10%	-1%	148%[activator]	-5%	22%
HCV inhibitor	20%	3%	?	5.6µM*	2%	7%
HCMV antiviral	43	43	-5	-68*	31	-17
Tb PYK inh	-9%	0%	10%	1%	-8%	2%
LmPK inh	-1%	-6%	-1%	·	·	·
AmpC inh detg	2%	-14%	-10%	-11%	·	·

31. O=C(CS(=O)(=O)Cc1ccccc1)Nc1ccccc1Cl
32. O=C(Nc1ccc2[nH]ncc2c1)c1ccc(F)cc1
33. NC(=O)c1ccc(NC(=O)CSc2nncn2-c2ccccc2)cc1
34. COc1ccccc1N1CCN(C(=O)CCc2c[nH]c3ccccc23)CC1
35. Cc1ccc(OCC(=O)Nc2nnc(S(=O)(=O)N3c4ccccc4CC3C)s2)cc1 (stereo unspecified)
36. COCCN(C(=O)COC(=O)C1COc2ccccc2O1)c1c(N)n(Cc2ccccc2)c(=O)[nH]c1=O (stereo unspecified)
entry no.	31	32	33	34	35	36
AMA1 RON2 block	5%	20%	12%	-6%	·	6%
AmpC no deterg	-17%	-17%	-12%	83%[activator]	·	6%
HCV inhibitor	5%	16%	-14%	-18%	·	-10%
HCMV antiviral	-2	42	-3	-3	-4	16
Tb PYK inh	-4%	-3%	-22%	-3%	1%	-6%
LmPK inh	0%	-8%	0%	5%	·	·
AmpC inh detg	?	?	?	3%	11%	?

37. COC(=O)CCN(C(=O)c1ccc2c(c1)OCO2)c1ccccn1
38. Cc1ccc(NC(=O)Cn2c(O)c(N=NC(=O)c3cc4ccccc4cc3O)c3ccccc32)cc1
39. CCn1cnc2cc(NCc3nc4ccccc4n3C)ccc21
40. Cc1onc(-c2ccccc2Cl)c1C(=O)Nc1ccc(OCC(=O)N2CCOCC2)cc1
41. COc1ccc(-c2cc3ccccc3cn2)cc1
42. COc1cccc(NC(=O)CN(c2ccccc2OC)S(=O)(=O)c2cccs2)c1
entry no.	37	38	39	40	41	42
AMA1 RON2 block	1%	-20%	-8%	22%	9%	4%
AmpC no deterg	-9%	-25%	-16%	39%	-8%	-29%
HCV inhibitor	3%	?	7%	-1%&16%	?	?
HCMV antiviral	-29	-101*	97	-25	131	-31
Tb PYK inh	1%	6%	?	-1%	4%	-2%
LmPK inh	-5%	0%	?	7%	·	·
AmpC inh detg	-1%	?	-1%	4%	4%	-10%

In the list so far, these have a thiophene ring, fused or not:
7. c1csc(-c2nnc(NC3CCCCC3)c3ccccc23)c1
29. COCc1ccc(-c2c(-c3ccsc3)oc(=O)c3cc(OC)c(OC)cc23)cc1
42. COc1cccc(NC(=O)CN(c2ccccc2OC)S(=O)(=O)c2cccs2)c1
entry no.	7	29	42
AMA1 RON2 block	0%	-1%	4%
AmpC no deterg	-54%	-5%	-29%
HCV inhibitor	?	2%	?
HCMV antiviral	39	31	-31
Tb PYK inh	-2%	-8%	-2%
LmPK inh	4%	·	·
AmpC inh detg	2%	·	-10%

Further results:
43. COc1cccc(/C=N/NC(=O)c2cc3c(OC)cccc3[nH]2)c1O
44. O=C(c1cc2ccccc2o1)N1CCN(Cc2nc3ccccc3s2)CC1
45. CC(C)(C)OC(=O)N1CCC[C@H]1C(=O)Nc1ccc(C#N)cc1
46. CC1=C(C(=O)N(C(C)C)C(C)C)CC(CC(=O)NCc2ccco2)C(=O)N1Cc1ccc(C(C)(C)C)cc1 (stereo unspecified)
47. Cc1ccc(S(=O)(=O)Nc2cccc(-c3ccc(N4CCCCCC4)nn3)c2)cc1
48. CCC(C)N(C(=O)CSc1nnc(NC(C)C)s1)C1CCS(=O)(=O)C1 (stereo unspecified)
entry no.	43	44	45	46	47	48
AMA1 RON2 block	39%[activator]	-14%	8%	-5%	-11%	-10%
AmpC no deterg	-27%	·	-11%	·	0.71µM*	-4%
HCV inhibitor	?	·	-6%	·	-8%	14%
HCMV antiviral	-75*	18	30	-1	17	-9
Tb PYK inh	-13%	-3%	1%	-4%	2%	-9%
LmPK inh	-1%	·	-8%	·	10%	·
AmpC inh detg	?	·	-3%	·	-13%	?

49. CC1(CCc2ccccc2)NC(=O)N(CC(=O)Nc2ccccc2)C1=O (stereo unspecified)
50. COC(=O)CP(=O)(c1ccccc1)c1ccccc1
51. COc1ccc(CNC(=O)CN(C)S(=O)(=O)c2ccc(Br)s2)cc1
52. CCOc1c(Br)cc(C2NS(=O)(=O)N=C3CCCCCN32)cc1OC (stereo unspecified)
53. Cc1ccc(F)cc1S(=O)(=O)N1CCC(c2nc3ccccc3s2)CC1
54. C=CCNC(=O)/C(=C/c1ccco1)NC(=O)c1ccc(Br)o1
55. CCN(C[C@H]1N[C@@](CC)(C(=O)OC)[C@H]2C(=O)N(C)C(=O)[C@@H]12)S(=O)(=O)c1ccc(C(C)(C)C)cc1
56. Cc1ccccc1Nc1nc(Nc2ccccc2C)nc(SC2=NCCS2)n1
entry no.	49	50	51	52	53	54	55	56
AMA1 RON2 block	16%	-2%	1%	5%	·	8%	5%	-18%
AmpC no deterg	-3%	-5%	-15%	-19%	·	-24%	-35%	-21%
HCV inhibitor	7%	13%	-3%	1%	·	19%	?	?
HCMV antiviral	4	-3	0	-4	-23	6	-3	?
Tb PYK inh	-1%	-1%	5%	1%	1%	-10%	7%	-2%
LmPK inh	-1%	-5%	3%	4%	·	8%	·	11%
AmpC inh detg	?	?	?	-9%	18%	2%	·	0%

Screening data deposited in PubChem by National Center for Advancing Translational Sciences (NCATS).
